Screening results: PubChem BioAssay, Broad Institute
PRC2 inh: inhibitors of human EZH2/PRC2 methyltransferase. Q15910. PRC2 H3K27 methylation, DELFIA TRF, 1 h. inhibition, % at 12.5 µM. actives 0.35% (n = 57,000);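 active means mean inhibition of replicates at least 50% and every single replicate also reaching 50%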;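 further: dimethyl H3K27 on biotinylated H3 21-44 peptide detected by antibody; plate controls were median neutral control wells for no effect and median positive control wells for full effect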
IDH1 mut inh: IDH1 R132H (human) inhibition | O75874 | IDH1 R132H reductase, diaphorase/resazurin fluorescence, 60 min | inhibition, % at 10 µM | actives 0.18% (n = 70,000); in the data active means inhibition above about 34%;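 further: 0% = DMSO and 100% = no enzyme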
Target sequence (O75874 whole entry R132H): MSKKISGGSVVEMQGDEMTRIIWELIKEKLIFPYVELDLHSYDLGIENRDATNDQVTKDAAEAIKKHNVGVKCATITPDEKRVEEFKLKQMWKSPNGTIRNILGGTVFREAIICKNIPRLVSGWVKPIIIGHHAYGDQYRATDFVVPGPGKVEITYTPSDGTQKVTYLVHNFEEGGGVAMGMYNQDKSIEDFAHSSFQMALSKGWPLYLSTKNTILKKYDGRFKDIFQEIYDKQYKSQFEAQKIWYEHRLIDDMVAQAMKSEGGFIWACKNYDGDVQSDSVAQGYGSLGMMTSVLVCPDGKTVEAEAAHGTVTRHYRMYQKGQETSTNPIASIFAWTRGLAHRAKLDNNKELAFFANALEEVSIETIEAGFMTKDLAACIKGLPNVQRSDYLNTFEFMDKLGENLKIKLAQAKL
* hit, by the source's call; / = no result given. Not all compounds are listed; rates above refer to the full screens.

Results follow in this order: IDH1 mut inh, PRC2 inh
1. Cc1ccc(S(=O)(=O)Nc2ccc3c(c2)C(=O)N([C@H](C)CO)C[C@H](C)[C@H](CN(C)CC2CCCCC2)O3)cc1
  /, -9.3
2. CCCN1C[C@@H](C)[C@@H](OC)CN(C)C(=O)c2ccc(NS(C)(=O)=O)cc2OC[C@@H]1C
  0.1, -5.4
3. C[C@@H]1CCCCO[C@H](CN(C)C(=O)Nc2ccc(C(F)(F)F)cc2)[C@H](C)CN([C@H](C)CO)C(=O)c2cc(N(C)C)ccc2O1
  0.6, -20.0
4. Cc1ccccc1S(=O)(=O)NCC[C@H]1CC[C@H](NC(=O)C2CC2)[C@H](CO)O1
  0.0, -8.9
5. C[C@H]1CN([C@@H](C)CO)C(=O)Cc2cc(NS(C)(=O)=O)ccc2O[C@@H]1CN(C)S(=O)(=O)c1cccs1
  1.5, /
6. C[C@H]1CN([C@@H](C)CO)C(=O)c2cc(NC(=O)Nc3ccc(F)cc3)ccc2O[C@H]1CN(C)Cc1ccc(C(F)(F)F)cc1
  /, -12.2
7. C[C@@H]1CN([C@H](C)CO)C(=O)c2cccc(NC(=O)C3CC3)c2O[C@H]1CN(C)Cc1ccccc1
  -0.7, /
8. Cc1ccc(S(=O)(=O)N[C@@H]2C=C[C@H](CC(=O)NCCc3ccncc3)O[C@@H]2CO)cc1
  -0.1, 8.0
9. CN(C)CC(=O)N[C@H]1C=C[C@@H](CC(=O)NCc2ccc(Cl)cc2)O[C@@H]1CO
  0.1, -10.5
10. CO[C@H]1CN(C)C(=O)c2ccc(NC(=O)C3CCCCC3)cc2OC[C@H](C)N(C(=O)c2ccccc2)C[C@H]1C
  0.2, 3.0
11. CCCNC(=O)N(C)C[C@H]1Oc2ncc(C#CC3CC3)cc2C(=O)N([C@@H](C)CO)C[C@@H]1C
  /, 16.4
12. Cc1noc(C)c1S(=O)(=O)N(C)C[C@H]1Oc2c(cccc2N(C)C)C(=O)N([C@@H](C)CO)C[C@H]1C
  -1.5, -1.0
13. C[C@@H]1CN([C@H](C)CO)S(=O)(=O)c2ccc(C#C[C@@H](C)O)cc2O[C@H]1CN(C)CC1CCCC1
  -0.5, /
14. COc1ccc(C)cc1S(=O)(=O)N(C)CC(=O)NC1CCCC1
  0.1, 2.7
15. CO[C@@H]1CN(C)C(=O)c2cc(NS(C)(=O)=O)ccc2OC[C@H](C)N(S(C)(=O)=O)C[C@H]1C
  -0.1, -7.6
16. Cc1ccc2nc(-c3ccc(NC(=O)CN4CCN(C(=O)C5CCCO5)CC4)cc3)sc2c1 (stereo unspecified)
  -0.1, /
17. COc1ccc(CNC(=O)C[C@@H]2CC[C@@H](NC(=O)CN(C)C)[C@@H](CO)O2)cc1
  -0.1, -9.5
18. C[C@@H]1CN([C@H](C)CO)C(=O)CCCn2nncc2CO[C@H]1CN(C)Cc1ccc(-c2ccccc2)cc1
  /, -3.3
19. COc1ccc(CNC(=O)C[C@@H]2CC[C@H](NS(=O)(=O)c3cccc(OC)c3)[C@H](CO)O2)cc1
  0.0, -9.5
20. CN1CCN(C(=O)C[C@H]2C[C@H]3c4cc(NC(=O)c5ccc6c(c5)OCO6)ccc4O[C@H]3[C@@H](CO)O2)CC1
  -3.5, -0.9
21. COC(=O)C[C@H]1C[C@@H]2c3cc(NC(=O)Nc4ccccc4)ccc3O[C@@H]2[C@@H](CO)O1
  0.2, -27.3
22. C[C@@H]1CN([C@@H](C)CO)C(=O)c2cccc(NC(=O)CCCCCC(=O)Nc3ccccc3N)c2O[C@@H]1CN(C)S(C)(=O)=O
  0.1, -9.4
23. C[C@@H]1CCCCO[C@@H](CN(C)Cc2ccncc2)[C@@H](C)CN([C@H](C)CO)C(=O)c2cc(NC(=O)CCCN(C)C)ccc2O1
  4.9, -1.8
24. O=C(CC1CC1)Nc1ccc2c(c1)[C@@H]1C[C@@H](CC(=O)N3CCc4ccccc4C3)O[C@@H](CO)[C@@H]1O2
  -0.1, -0.5
25. C[C@@H]1CCCCO[C@@H](CN(C)S(=O)(=O)c2cn(C)cn2)[C@@H](C)CN([C@@H](C)CO)C(=O)c2cc(NC(=O)CCC(F)(F)F)ccc2O1
  -0.3, /
26. COc1ccc(C(=O)CSc2n[nH]c(-c3ccc(C)cc3)n2)cc1
  -0.4, 3.7
27. CS(=O)(=O)N(CC(=O)NC1CC2CCC1C2)c1cc(Cl)c(Cl)cc1Cl (stereo unspecified)
  -0.4, -11.9
28. COc1cc(NC(=O)CN(C)S(=O)(=O)c2ccc(C)cc2)c(OC)cc1Cl
  -0.3, -1.3
29. CCCNC(=O)N(C)C[C@@H]1Oc2ncc(C#CCc3ccccc3)cc2C(=O)N([C@H](C)CO)C[C@@H]1C
  4.7, -7.3
30. C[C@H]1CCCCO[C@@H](CN(C)Cc2ccc(C(F)(F)F)cc2)[C@@H](C)CN([C@@H](C)CO)C(=O)c2cc(NC(=O)c3ccncc3)ccc2O1
  2.5, /
31. Cc1ccccc1S(=O)(=O)N(C)C[C@@H]1OCc2cn(nn2)CCCC(=O)N([C@H](C)CO)C[C@@H]1C
  /, -2.4
32. C[C@H](CO)N1C[C@H](C)[C@H](CN(C)Cc2ccncc2)Oc2ccc(NC(=O)NC3CCCCC3)cc2CC1=O
  6.7, 0.2
33. COc1ccc(CN(C)C[C@@H]2Oc3ccc(NC(=O)Nc4ccc(F)cc4)cc3CC(=O)N([C@H](C)CO)C[C@H]2C)cc1
  2.8, /
34. CC(C)NC(=O)Nc1ccc2c(c1)CC(=O)N([C@H](C)CO)C[C@H](C)[C@@H](CN(C)Cc1ccc(C(=O)O)cc1)O2
  -0.3, /
35. CCCc1cn(CC[C@H]2CC[C@H](NC(=O)C3CC3)[C@H](CO)O2)nn1
  -0.1, 5.8
36. Cc1noc(C)c1NC(=O)N(C)C[C@H]1Oc2ccc(NC(=O)CCCCCC(=O)Nc3ccccc3N)cc2CC(=O)N([C@@H](C)CO)C[C@H]1C
  /, 11.7
37. C[C@@H]1CN([C@H](C)CO)C(=O)c2cc(-c3ccncc3)cnc2O[C@H]1CN(C)S(=O)(=O)c1ccccc1
  -2.7, -5.8
38. CCC(=O)N(C)C[C@H]1Oc2ncc(Br)cc2C(=O)N([C@@H](C)CO)C[C@H]1C
  -0.6, -2.6
39. Cc1ccc(-c2cnc3c(c2)C(=O)N([C@@H](C)CO)C[C@H](C)[C@H](CN(C)C(=O)c2cccnc2)O3)cc1
  -1.2, 0.1
40. C[C@@H]1CN([C@H](C)CO)C(=O)c2cc(Br)cnc2O[C@@H]1CN(C)Cc1ccncc1
  -1.5, 2.7
41. C[C@@H]1CN([C@@H](C)CO)C(=O)Cc2cc(NC(=O)Cc3cn(C)c4ccccc34)ccc2O[C@@H]1CN(C)C(=O)Nc1ccc(F)cc1
  -12.4, /
42. C[C@H]1CN([C@@H](C)CO)C(=O)c2c(c3ccccc3n2C)-c2ccccc2CO[C@H]1CN(C)Cc1ccncc1
  2.7, -14.7
43. O=C(CCCCCCC(=O)NN=C1CCCC1)NO
  -0.3, 11.3
44. CO[C@H]1CN(C)C(=O)c2ccc(NS(=O)(=O)c3ccccc3)cc2OC[C@H](C)N(C)C[C@H]1C
  0.3, 2.2
45. COc1ccc(S(=O)(=O)Nc2ccc3c(c2)CC(=O)N([C@@H](C)CO)C[C@H](C)[C@@H](CN(C)C(=O)NC(C)C)O3)cc1
  -8.3, /
46. CC(Oc1ccc(C(=O)Nc2ccc(Cl)cc2)cc1)C(=O)Nc1ccc(Br)cc1 (stereo unspecified)
  0.4, 12.2
47. Cc1noc(C)c1S(=O)(=O)N(C)C[C@H]1OCCCC[C@H](C)Oc2ccc(NS(=O)(=O)c3cn(C)cn3)cc2C(=O)N([C@H](C)CO)C[C@@H]1C
  -1.8, /
48. C[C@H]1CN([C@@H](C)CO)C(=O)Cc2cc(N(C)C)ccc2O[C@@H]1CN(C)Cc1ccc(C(=O)O)cc1
  0.0, -4.7
49. COc1ccccc1CNC(=O)C[C@@H]1C[C@@H]2c3cc(N(C)C)ccc3O[C@@H]2[C@H](CO)O1
  -2.7, -8.8
50. C[C@@H]1CCCCO[C@@H](CN(C)C(=O)Nc2cccc3ccccc23)[C@@H](C)CN([C@@H](C)CO)C(=O)c2cc(NC(=O)Cc3ccccc3)ccc2O1
  -1.3, /
51. C[C@@H]1CN([C@@H](C)CO)C(=O)c2cccc(NC(=O)C3CC3)c2O[C@H]1CN(C)S(=O)(=O)c1cn(C)cn1
  0.6, /
52. Cn1c(=O)c2c(nc(SCC(=O)Nc3ccc(N4CCOCC4)c(Cl)c3)n2C)n(C)c1=O
  0.1, 3.7
53. C[C@H](CO)N1C[C@H](C)[C@H](CN(C)C(=O)CCN2CCCCC2)Oc2ncc(C#CCN(C)C)cc2C1=O
  0.8, 5.7
54. COC(=O)c1cc(C)sc1NC(=S)Nc1ncn(Cc2ccc(F)cc2Cl)n1
  1.0, -2.6
55. COc1cccc(OCC(=O)Nc2ccc(-c3nc4ccccc4o3)cc2)c1
  0.1, 4.4
56. O=C(Cc1ccncc1)Nc1ccc2c(c1)[C@@H]1C[C@@H](CC(=O)N3CCc4ccccc4C3)O[C@H](CO)[C@@H]1O2
  -0.1, -8.0
57. C[C@@H]1CN([C@@H](C)CO)C(=O)c2cc(Br)cnc2O[C@@H]1CN(C)C(=O)c1ccccc1
  -0.7, /
58. CCC(Oc1ccccc1)C(=O)Nc1cccc(NC(C)=O)c1 (stereo unspecified)
  -0.8, -15.3
59. CCCN(C)C[C@@H]1Oc2ncc(C#Cc3ccc(OC)cc3)cc2C(=O)N([C@H](C)CO)C[C@@H]1C
  -0.1, -27.3
60. CCC(=O)Nc1ccc2c(c1)OC[C@@H](C)N(C(=O)Cc1cccnc1)C[C@H](C)[C@H](OC)CN(C)C2=O
  0.0, 7.7

Fetched by structure from the entries so far, 5 records:
Results follow in this order: IDH1 mut inh, PRC2 inh
32. C[C@H](CO)N1C[C@H](C)[C@H](CN(C)Cc2ccncc2)Oc2ccc(NC(=O)NC3CCCCC3)cc2CC1=O
  6.7, 0.2
36. Cc1noc(C)c1NC(=O)N(C)C[C@H]1Oc2ccc(NC(=O)CCCCCC(=O)Nc3ccccc3N)cc2CC(=O)N([C@@H](C)CO)C[C@H]1C
  /, 11.7
60. CCC(=O)Nc1ccc2c(c1)OC[C@@H](C)N(C(=O)Cc1cccnc1)C[C@H](C)[C@H](OC)CN(C)C2=O
  0.0, 7.7
52. Cn1c(=O)c2c(nc(SCC(=O)Nc3ccc(N4CCOCC4)c(Cl)c3)n2C)n(C)c1=O
  0.1, 3.7
46. CC(Oc1ccc(C(=O)Nc2ccc(Cl)cc2)cc1)C(=O)Nc1ccc(Br)cc1 (stereo unspecified)
  0.4, 12.2

(more compounds)
Results follow in this order: IDH1 mut inh, PRC2 inh
61. FC(F)(F)c1ccnc(NCCNC(=S)NCc2ccco2)n1
  0.6, -3.6
62. COc1ccc(NC(=O)Nc2ccc3c(c2)CC(=O)N([C@H](C)CO)C[C@H](C)[C@H](CN(C)Cc2ccccc2)O3)cc1
  /, -2.8
63. COc1ccc(S(=O)(=O)N(C)C[C@H]2OCc3cnnn3CCCC(=O)N([C@H](C)CO)C[C@H]2C)cc1
  9.9, -2.9
64. COCC#Cc1cnc2c(c1)C(=O)N([C@@H](C)CO)C[C@@H](C)[C@H](CN(C)C(=O)C1CCOCC1)O2
  0.2, /
65. O=C(Nc1ccc2c(c1)[C@H]1C[C@@H](CC(=O)N3CCOCC3)O[C@@H](CO)[C@H]1O2)c1cccnc1
  -0.9, -1.4
66. Cc1noc(C)c1NC(=O)Nc1ccc2c(c1)C(=O)N([C@@H](C)CO)C[C@H](C)[C@@H](CN(C)S(=O)(=O)c1ccc(F)cc1)OCCCC[C@H](C)O2
  0.5, /
67. C[C@@H]1CN([C@@H](C)CO)C(=O)c2cc(-c3ccc(F)cc3)cnc2O[C@H]1CN(C)Cc1cccnc1
  0.2, -3.5
68. C[C@H](CO)N1C[C@H](C)[C@H](CN(C)C(=O)CC2CC2)Oc2cc(C#CCN(C)C)ccc2S1(=O)=O
  1.1, 3.3
69. Cc1noc(C)c1S(=O)(=O)Nc1ccc2c(c1)CC(=O)N([C@@H](C)CO)C[C@@H](C)[C@@H](CN(C)C(=O)Nc1ccc(C(F)(F)F)cc1)O2
  -0.2, /
70. C[C@@H]1CN([C@@H](C)CO)C(=O)c2cc(/C=C/c3ccccc3)cnc2O[C@@H]1CN(C)C(=O)C1CCC1
  -0.2, -5.3
71. COc1ccc(S(=O)(=O)N(C)C[C@@H]2Oc3ccc(NC(=O)NC(C)C)cc3C(=O)N([C@H](C)CO)C[C@@H]2C)cc1
  0.3, /
72. CC(C)NC(=O)Nc1cccc2c1O[C@@H](CN(C)Cc1ccc(-c3ccccc3)cc1)[C@@H](C)CN([C@@H](C)CO)C2=O
  -3.5, -1.7
73. Cc1ccc(S(=O)(=O)N(C)C[C@H]2Oc3ccc(NC(=O)c4ccncc4)cc3C(=O)N([C@H](C)CO)C[C@@H]2C)cc1
  /, -10.2
74. O=C1c2cccc3cccc(c23)C(=O)N1CCc1cnc[nH]1
  3.9, 5.6
75. C=CCNC(=O)c1c(NC(=O)C2COc3ccccc3O2)sc2c1CCCC2 (stereo unspecified)
  1.7, 12.0
76. C[C@@H]1CN([C@@H](C)CO)C(=O)c2cc(NC(=O)c3ccccc3)ccc2O[C@@H](C)CCCCO[C@@H]1CN(C)C(=O)CCCN(C)C
  /, 1.3
77. C#C[C@]1(O)CC[C@H]2[C@@H]3CCC4=CC(=O)CC[C@@H]4[C@H]3CC[C@@]21C
  0.3, 2.5
78. COc1ccc(S(=O)(=O)Nc2ccc3c(c2)CC(=O)N([C@@H](C)CO)C[C@H](C)[C@@H](CN(C)S(=O)(=O)c2c(C)noc2C)O3)cc1
  -0.1, /

Another view of 2 compounds above:
39	Cc1ccc(-c2cnc3c(c2)C(=O)N([C@@H](C)CO)C[C@H](C)[C@H](CN(C)C(=O)c2cccnc2)O3)cc1
43	O=C(CCCCCCC(=O)NN=C1CCCC1)NO
assay / entry,39,43
IDH1 mut inh,-1.2,-0.3
PRC2 inh,0.1,11.3
